High-throughput results: PubChem, Sanford-Burnham Center for Chemical Genomics
EBI2 block = EBI2 receptor antagonists, beta-arrestin recruitment, primary screen, cell-based, luminescence, 7a,25-OHC stimulation, uHTS; G-protein coupled receptor 183 (Homo sapiens), P32249; 7a,25-OHC stimulated; AID 651636, 2012; 0.81% of 360,000 active; inhibition, % at 5 µM; in the data active = inhibition above about 38%;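 note: enzyme fragment complementation signal reports receptor beta-arrestin coupling in cells; 0% = agonist plus DMSO wells and 100% = wells without agonist; some results beyond the cut were filed as inactive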
CCR6 antagonist = CCR6 receptor antagonists, primary screen, cell-based, CHO-K1, luminescence, beta-arrestin, uHTS. C-C chemokine receptor type 6 (Homo sapiens), P51684. CHO-K1 CCR6 PathHunter beta-arrestin, CCL20-stimulated. inhibition, % at 20 µM. 0.49% of 340,000 active;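 active = compounds whose inhibition of the agonist-driven luminescence signal at 20 µM reaches about 50%, limit read from the data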;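 note: cells stimulated with CCL20 at 14 nM final; plate controls were DMSO with CCL20 for no effect and DMSO without agonist for full effect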
Target sequence (P51684 whole entry, looked up): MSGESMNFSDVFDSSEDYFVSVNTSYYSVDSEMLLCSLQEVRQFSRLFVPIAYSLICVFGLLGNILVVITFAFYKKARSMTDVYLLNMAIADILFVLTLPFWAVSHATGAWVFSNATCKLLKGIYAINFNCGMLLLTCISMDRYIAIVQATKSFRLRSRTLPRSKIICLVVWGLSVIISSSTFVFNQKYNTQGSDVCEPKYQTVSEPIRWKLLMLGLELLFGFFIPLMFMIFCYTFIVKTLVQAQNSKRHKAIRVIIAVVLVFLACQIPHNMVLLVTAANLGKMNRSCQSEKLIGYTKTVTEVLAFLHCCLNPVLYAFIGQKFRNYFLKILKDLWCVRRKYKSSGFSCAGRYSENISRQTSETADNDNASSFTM
A3A deaminase = APOBEC3A ssDNA deaminase inhibitors, primary screen, selectivity assay for APOBEC3G inhibitor project, biochemical, FAM/TAMRA oligo cleavage fluorescence. 0.41% of 330,000 active. inhibition, % at 20 µM. recombinant A3A, FAM/TAMRA ssDNA deamination fluorescence. AID 493011, 2011;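 active = at least 40% inhibition at 20 µM here, with at most 30% in a related deaminase screen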;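 note: plate controls were A3A with DMSO for no effect and wells lacking A3A enzyme for full effect; some results filed as inactive read as strong as hits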
Target sequence (P31941 whole entry, looked up): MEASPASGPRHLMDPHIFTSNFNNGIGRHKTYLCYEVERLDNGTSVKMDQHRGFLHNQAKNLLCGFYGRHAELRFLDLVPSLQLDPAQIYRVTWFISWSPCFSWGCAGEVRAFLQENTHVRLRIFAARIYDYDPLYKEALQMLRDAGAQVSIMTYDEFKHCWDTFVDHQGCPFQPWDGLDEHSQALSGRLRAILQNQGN
GRIN3A LBD mod = binders of NR3A ligand-binding domain, primary screen, biophysical, differential scanning fluorimetry, uHTS; Glutamate receptor ionotropic, NMDA 3A (GRIN3A) ligand-binding domain; NR3A LBD differential scanning fluorimetry, Tm shift; 0% = protein alone, 100% = glycine-bound protein; Tm shift relative to glycine control, % at 25 µM; 2.5% of 340,000 active; AID 1259313, 2017;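 active = melting temperature shift of at least 10% of the positive control shift, at one fixed dose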
MPTP block = mitochondrial permeability transition pore inhibitors, primary screen, biochemical, isolated mouse mitochondria, absorbance | 1.4% of 360,000 active | inhibition, % at 10 µM | Ca2+ swelling absorbance, 30 min;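 active = inhibition of 50% or more, scaled per plate between neutral and stimulator controls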;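 note: 0% = DMSO wells given calcium and 100% = 1 mM EGTA wells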
A3G deaminase = APOBEC3G DNA deaminase inhibitors, primary screen, biochemical, fluorescence, single-stranded DNA substrate, uHTS; DNA dC->dU-editing enzyme APOBEC-3G (Homo sapiens), Q9HC16; recombinant A3G, ssDNA deamination FAM/TAMRA fluorescence; inhibition, % at 20 µM; 0.28% of 330,000 active; AID 493012, 2011;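 active = inhibition of at least 40% at 20 µM, with no more than 30% in the related APOBEC3A deaminase screen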;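 note: plate controls were DMSO wells with A3G for no effect and wells lacking A3G enzyme for full effect; some compounds called inactive have numbers as strong as hits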
Gli-Sufu block = Gli-Sufu pathway antagonists, primary screen, luciferase luminescence, Sufu-KO-LIGHT cells, uHTS | 0.74% of 340,000 active | inhibition, % at 5 µM | Sufu-KO-LIGHT fibroblasts, Gli luciferase reporter luminescence;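 active = inhibition above about 55%, limit read from the data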;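 note: 0% = DMSO-treated cells and 100% = wells with medium but no cells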
CXCR6 block = CXCR6 receptor inhibitors, primary screen, cell-based, beta-arrestin, luminescence, CHO-K1 PathHunter, 1536-well | C-X-C chemokine receptor type 6 (Homo sapiens), O00574 | 0.36% of 360,000 active | inhibition, % at 20 µM; in the data active = inhibition above about 34%, passing the limit was not always enough;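 note: antagonist mode with CXCL16 agonist at 10 nM final; 0% = 10 nM CXCL16 with DMSO and 100% = unstimulated wells without agonist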
Target sequence (O00574 whole entry, looked up): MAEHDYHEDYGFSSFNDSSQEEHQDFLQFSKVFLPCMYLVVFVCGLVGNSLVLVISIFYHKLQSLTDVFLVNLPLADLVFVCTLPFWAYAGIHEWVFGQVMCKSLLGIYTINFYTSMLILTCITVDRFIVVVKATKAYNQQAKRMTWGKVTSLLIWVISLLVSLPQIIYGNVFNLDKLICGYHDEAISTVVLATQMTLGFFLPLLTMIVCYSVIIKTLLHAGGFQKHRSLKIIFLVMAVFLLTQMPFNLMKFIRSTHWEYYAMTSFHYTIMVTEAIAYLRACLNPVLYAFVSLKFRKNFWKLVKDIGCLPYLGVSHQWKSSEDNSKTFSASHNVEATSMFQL
* = called active by the depositor; nt = no result given.

1	COc1cccc(NC(=O)CN(C)CC(=O)NC(C)c2ccccc2)c1 (centres undefined)
2	CCOC(=O)NN1C(=O)c2ccccc2NC1c1ccccn1 (centres undefined)
3	Cc1cccc(CNC(=O)C2CCC(=O)N(C3CCCCCC3)C2)c1 (centres undefined)
4	O=C(NCCCN1CCOCC1)c1ccc2ccccc2c1
5	O=C(NC1CCCCC1)C(c1ccncc1)N(C(=O)Cc1cccs1)c1ccccc1 (centres undefined)
assay / entry,1,2,3,4,5
EBI2 block,-18,-3,-2,-1,-3
CCR6 antagonist,-1,8,-10,-5,3
A3A deaminase,3,-2,1,2,4
GRIN3A LBD mod,-2,-1,-1,1,-2
MPTP block,0.9,-1.1,-2.1,-1.3,-0.7
A3G deaminase,1,-8,-5,4,-8
Gli-Sufu block,-1,0,10,-2,7
CXCR6 block,-8,-4,-1,-2,1

6	Cc1ccc(CNC(=O)CSc2nc3ccsc3c(=O)n2NC(=O)c2ccccc2)cc1
7	CC1(C)NC(=O)N(CC(=O)N2CCC(Cc3ccccc3)CC2)C1=O
8	COCCn1nnnc1C1(N(Cc2cc3cc(C)ccc3[nH]c2=O)CC2CCCO2)CCN(C)CC1 (centres undefined)
9	CCOC(=O)c1[nH]c(C)c(C(=O)c2cc(F)ccc2F)c1C
10	COC(=O)c1ccc(C)c(NC(=O)CSc2nc3[nH]c(=O)cc(O)c3s2)c1
assay / entry,6,7,8,9,10
EBI2 block,8,1,-3,-3,-4
CCR6 antagonist,-21,-5,15,6,7
A3A deaminase,-1,-3,3,0,-2
GRIN3A LBD mod,-2,0,1,0,-4
MPTP block,3.4,-1.9,1.4,-0.2,-1.8
A3G deaminase,-4,5,-1,-6,-3
Gli-Sufu block,0,9,4,46,-6
CXCR6 block,-3,5,-1,-6,-4

11	CCN(CC(=O)NCc1cccs1)S(=O)(=O)c1ccccc1Cl
12	O=C(COC(=O)C1CC(=O)N(Cc2ccco2)C1)Nc1ccc(F)cc1F (centres undefined)
13	COC(=O)Cn1c(N2CCCC2)nc2c1c(=O)n(C)c(=O)n2C
14	O=C(c1cccc(S(=O)(=O)N2CCCC2)c1)N1CCCc2ccccc21
15	COc1ccc(Cl)cc1C(=O)Nc1ccccc1N1CCN(C)CC1
assay / entry,11,12,13,14,15
EBI2 block,-5,-10,12,23,4
CCR6 antagonist,9,-2,-1,8,11
A3A deaminase,-1,0,-4,-2,0
GRIN3A LBD mod,2,-1,0,-1,0
MPTP block,-1.5,-1.3,13,2.4,3.9
A3G deaminase,-4,-3,-4,-6,-6
Gli-Sufu block,-3,5,0,5,-9
CXCR6 block,2,11,-4,-9,3

16	CCC(=O)Nc1ccc2c(c1)ncn2-c1ccccc1
17	CCOC(=O)c1ccc(NC(=O)COc2ccc(S(=O)(=O)N3CCCC3)cc2)cc1
18	CCn1c(SCC(=O)N/N=C/c2ccc(C)o2)nnc1-c1ccc(C(C)(C)C)cc1
19	Cc1ccc(-c2nc(SCC(=O)Nc3cc(C)on3)c3c(=O)n(C)c(=O)n(C)c3n2)cc1
20	O=C(Cc1ccc(NC(=O)C2CCN(C(=O)C3CCCC3)CC2)cc1)Nc1cccc(C(=O)N2CCCCC2)c1
assay / entry,16,17,18,19,20
EBI2 block,-8,4,-2,7,-6
CCR6 antagonist,-7,7,3,16,2
A3A deaminase,-1,-1,-4,-1,nt
GRIN3A LBD mod,1,-2,-7,1,0
MPTP block,0.3,3.1,11,0.4,0.3
A3G deaminase,-9,-5,-10,-8,nt
Gli-Sufu block,-76,0,11,1,7
CXCR6 block,6,0,2,-1,-8

3 neighbouring entries out of the list so far, for reference:
18	CCn1c(SCC(=O)N/N=C/c2ccc(C)o2)nnc1-c1ccc(C(C)(C)C)cc1
19	Cc1ccc(-c2nc(SCC(=O)Nc3cc(C)on3)c3c(=O)n(C)c(=O)n(C)c3n2)cc1
20	O=C(Cc1ccc(NC(=O)C2CCN(C(=O)C3CCCC3)CC2)cc1)Nc1cccc(C(=O)N2CCCCC2)c1
assay / entry,18,19,20
EBI2 block,-2,7,-6
CCR6 antagonist,3,16,2
A3A deaminase,-4,-1,nt
GRIN3A LBD mod,-7,1,0
MPTP block,11,0.4,0.3
A3G deaminase,-10,-8,nt
Gli-Sufu block,11,1,7
CXCR6 block,2,-1,-8

Remaining list, next part
21	O=C(Nc1cccc(C(F)(F)F)c1)c1cccc(NS(=O)(=O)c2ccc(Br)c(C(=O)O)c2)c1
22	Cc1ccc(OS(=O)(=O)c2cn(C)c(=O)n(C)c2=O)cc1C
23	O=C(c1ccc(C(=O)N2CCCc3ccccc32)s1)N1CCCc2ccccc21
24	CCOC(=O)CSc1nnc(CNC(=O)c2cccs2)n1-c1cccc(C)c1
25	N#CCCN(Cc1ccccc1)C(=O)Nc1ccc2c(c1)CCO2
assay / entry,21,22,23,24,25
EBI2 block,-4,6,18,-3,-2
CCR6 antagonist,0,9,24,8,2
A3A deaminase,-5,2,12,1,-4
GRIN3A LBD mod,-5,1,-2,0,-3
MPTP block,-0.5,-0.6,15,3.1,0.0
A3G deaminase,-4,-2,1,-2,-10
Gli-Sufu block,20,0,12,1,4
CXCR6 block,-4,4,-5,-1,1

26	Cc1cc(C(=O)COC(=O)CN(C)S(=O)(=O)c2ccc(Cl)cc2)c(C)n1CC1CCCO1 (centres undefined)
27	CC1CN(C(=O)Nc2ccc(F)cc2)C2(CCCCCC2)O1 (centres undefined)
28	C=CCn1c(C)cc(C(=O)COC(=O)C2CC(=O)N(CCc3ccc(OC)c(OC)c3)C2)c1C (centres undefined)
29	O/N=C/c1ccnc(SCc2ccccc2)n1
30	COc1ccc2nc(NC(=O)C3CCN(S(=O)(=O)c4cccnc4)CC3)sc2c1
assay / entry,26,27,28,29,30
EBI2 block,3,-14,-4,1,18
CCR6 antagonist,16,7,17,-4,9
A3A deaminase,2,-1,-3,-5,3
GRIN3A LBD mod,0,0,1,0,-15
MPTP block,1.0,-0.6,-0.5,3.1,-0.6
A3G deaminase,1,-6,8,-6,5
Gli-Sufu block,3,-7,17,-11,-13
CXCR6 block,-6,-3,-2,5,2

31	O=C(CN1CC(=O)Oc2ccccc21)OCC(=O)c1ccc(F)cc1
32	C/C(=N\NC(=O)c1ccccc1)c1nc2ccccc2n1C
33	Nc1nc(NCc2ccco2)nc(N2CCCC2)c1[N+](=O)[O-]
34	S=C1SCN(Cc2cccnc2)CN1Cc1ccccc1
35	Cc1cc(C)c(OCCN2CC(C)OC(C)C2)c(Br)c1 (centres undefined)
assay / entry,31,32,33,34,35
EBI2 block,-13,7,-7,1,6
CCR6 antagonist,-13,12,4,9,1
A3A deaminase,1,0,-1,-11,-1
GRIN3A LBD mod,-2,0,2,-2,2
MPTP block,17,0.4,3.1,0.5,-0.6
A3G deaminase,-1,-4,-9,-6,-4
Gli-Sufu block,-5,32,10,2,-2
CXCR6 block,-4,6,-1,0,0

36	Cc1nnc2n1N=C(c1ccc3c(c1)NC(=O)CO3)CS2
37	O=C(NCc1ccco1)c1cccc(N2CCCC2=O)c1
38	CC1CCCC(C)N1C(=O)COC(=O)c1cccnc1Cl (centres undefined)
39	CC(=O)c1ccc(OC(C)C)c(CSC(=N)N)c1
40	Cc1c(/C=N/Nc2ccc(F)cc2)c(O)n(C)c(=O)c1C#N
assay / entry,36,37,38,39,40
EBI2 block,nt,-4,0,2,-4
CCR6 antagonist,11,6,5,14,12
A3A deaminase,-1,-3,5,-3,-1
GRIN3A LBD mod,-2,-1,0,1,-9
MPTP block,nt,-0.4,-0.3,9.8,18
A3G deaminase,4,-3,0,-3,64*
Gli-Sufu block,11,-2,-3,15,4
CXCR6 block,nt,2,-3,2,2

Down the list, quoted from above:
CXCR6 block, entries 33 to 39: -1, 0, 0, nt, 2, -3, 2
EBI2 block, entries 33 to 39: -7, 1, 6, nt, -4, 0, 2
A3A deaminase, entries 33 to 39: -1, -11, -1, -1, -3, 5, -3

More structures follow:
41	O=C(Nc1ccon1)c1cnc2sccn2c1=O
42	Cc1ccccc1C(=O)N1CCC(C(=O)Nc2ccccc2Cl)CC1
43	CCN(CCO)c1ccc(NC(=S)Nc2cccc(S(=O)(=O)N(C)C)c2)cc1
44	COc1ccc(OC)c(NC(=O)Cc2csc(NC(=O)Nc3ccccc3OC)n2)c1
45	OCC[C@H]1C[C@H](O)[C@@H](O)[C@]2(Cc3ccccc3O2)O1
assay / entry,41,42,43,44,45
EBI2 block,-6,-2,-22,-5,2
CCR6 antagonist,-11,11,-3,3,-4
A3A deaminase,4,1,2,-4,0
GRIN3A LBD mod,0,2,-2,2,-1
MPTP block,-1.1,-0.3,0.0,0.3,-0.8
A3G deaminase,2,-2,-1,1,-1
Gli-Sufu block,-6,5,7,-1,-5
CXCR6 block,-2,2,-6,-18,3

46	O=C(COC(=O)c1cccnc1Cl)Nc1cc(S(=O)(=O)N2CCOCC2)ccc1Cl
47	C=CCSC(=S)NC1CCS(=O)(=O)C1 (centres undefined)
48	O=C(O)c1ccc(-n2cccn2)nc1
49	Cc1nc(SC2CC(=O)N(c3ccccc3)C2=O)nc2c1CCCC2 (centres undefined)
50	CC(C)CNC(=O)COC(=O)c1cncc(Br)c1
assay / entry,46,47,48,49,50
EBI2 block,4,-1,-15,-11,-12
CCR6 antagonist,12,24,6,13,-7
A3A deaminase,1,-2,-1,0,4
GRIN3A LBD mod,0,0,4,-1,6
MPTP block,-1.3,0.5,0.0,-2.3,0.5
A3G deaminase,-2,-3,-4,-1,-3
Gli-Sufu block,1,13,0,4,nt
CXCR6 block,8,8,-19,-4,4

51	CCN(C(=O)COC(=O)c1cc(S(=O)(=O)N(C)C)ccc1Cl)C1CCS(=O)(=O)C1 (centres undefined)
52	COc1cccc(-c2ccc(=O)n(CC(=O)NCCN3CCOCC3)n2)c1
53	CCC(C)(C)NC(=O)C(c1ccccn1)N(C(=O)c1csnn1)c1ccc(C)c(C)c1 (centres undefined)
54	Cc1cccc(C(=O)NNC2=CC(=O)CC(C)(C)C2)c1O
55	CCN(CCCNC(=O)CCNC(=O)Cn1ccc2ccccc2c1=O)c1ccccc1
56	CCOC(=O)c1c(NC(=O)COC(=O)c2ccc([N+](=O)[O-])cc2)sc(C(=O)N(C)C)c1C
assay / entry,51,52,53,54,55,56
EBI2 block,-6,6,-8,-7,-6,-10
CCR6 antagonist,7,-13,13,11,9,-7
A3A deaminase,2,0,0,-4,nt,-3
GRIN3A LBD mod,1,-2,-1,0,-1,2
MPTP block,0.0,-0.1,-2.2,1.2,0.3,3.7
A3G deaminase,-6,-6,-3,-7,nt,-5
Gli-Sufu block,-5,-6,-1,-8,-1,-3
CXCR6 block,6,-7,17,8,8,-5
